RGS8-Gao – regulators of human RGS8-Galphao interaction; P09471; response (percent of control binding), % at 10 µM; multiplexed bead flow cytometry, RGS8-Galphao binding; actives lie on both sides; hit rate 0.34% among 220,000; in the data active means response below about 60% or above about 140%; inactive means in between;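 further: Galphao activated as the GDP aluminium fluoride complex binding bead-coupled RGS8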
Bcl-XL Bim block – human Bim-Bcl-XL interaction inhibition; Q07817; Bim peptide-Bcl-XL binding, bead flow cytometry, fluorescence; inhibition, % at 10 µM; hit rate 0.04% among 190,000; AID 1007
Target sequence (Q07817 whole entry, looked up): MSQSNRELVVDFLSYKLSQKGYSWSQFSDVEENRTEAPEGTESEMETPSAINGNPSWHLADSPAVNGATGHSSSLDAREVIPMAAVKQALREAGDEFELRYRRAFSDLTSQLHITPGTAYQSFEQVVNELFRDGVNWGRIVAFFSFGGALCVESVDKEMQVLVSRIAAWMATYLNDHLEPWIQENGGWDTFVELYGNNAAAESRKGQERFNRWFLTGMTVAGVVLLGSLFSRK
ABCG2 block – human ABCG2 inhibition, ABCB1 as counter-screen; hit rate 0.1% among 190,000; inhibition, % at 6.6 µM; Q9UNQ0; IgMXP3 cells, JC-1 efflux, flow cytometry; AID 1325;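 active means inhibition above 80%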;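 further: 0% = DMSO and 100% = nicardipine control wells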
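Read-out basis: Efflux inhibition in percent versus controls | Test system: ABCG2 IgMXP3 and barcoded ABCB1 CCRF-Adr cell mix | Quantity: 3 million cells/mL in well | Schedule: 10 min at 25 °C | Control set: Nicardipine as high control, DMSO as low control | Reagent: JC-1 as fluorescent efflux pump substrate | Signal: Flow cytometry of retained JC-1 fluorescence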
RGS4-Gao reg – modulates binding of RGS4 to human Galphao | P09471 | Multiplexed bead flow cytometry; actives lie on both sides | binding response (% of control), % at 10 µM | hit rate 0.33% among 220,000 | AID 1415; in the data active means binding response below about 49% or above about 150%; inactive means in between;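 further: fluorescent Galphao activated with aluminum fluoride binding bead-coupled RGS4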
Bcl-2 Bim block – disrupts Bim peptide binding to human Bcl-2. P10415. Bead-based flow cytometry, Bim peptide-Bcl-2 binding. inhibition, % at 10 µM. hit rate 0.06% among 190,000; in the data active means inhibition above about 40%; inconclusive means no clear call, values can overlap the other calls;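 further: 0% = no compound wells with probe peptide and 100% = reference peptide inhibitor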
Target sequence (P10415 whole entry, looked up): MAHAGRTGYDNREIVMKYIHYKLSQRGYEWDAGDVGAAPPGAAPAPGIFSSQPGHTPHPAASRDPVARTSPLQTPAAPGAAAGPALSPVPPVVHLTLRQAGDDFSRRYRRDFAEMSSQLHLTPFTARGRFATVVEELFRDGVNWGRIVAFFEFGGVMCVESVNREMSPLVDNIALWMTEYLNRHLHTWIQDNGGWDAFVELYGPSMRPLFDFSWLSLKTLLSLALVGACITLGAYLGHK
Bim-Bcl-B – inhibitors of Bim-Bcl-B interaction, human. Q9HD36. hit rate 0.073% among 190,000. inhibition, % at 10 µM. bead-based flow cytometry, Bim peptide-Bcl-B binding;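 further: 0% = tracer peptide without compound and 100% = reference inhibitor peptide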
Target sequence (Q9HD36 whole entry, looked up): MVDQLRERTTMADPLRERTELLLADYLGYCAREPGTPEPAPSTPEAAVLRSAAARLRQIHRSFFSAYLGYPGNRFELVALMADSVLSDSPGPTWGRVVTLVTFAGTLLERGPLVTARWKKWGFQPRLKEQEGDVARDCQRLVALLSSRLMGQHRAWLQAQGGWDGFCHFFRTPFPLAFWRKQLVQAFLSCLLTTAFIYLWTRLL
Bim-Bfl-1 – disrupts Bim binding to human Bfl-1; Bead-based flow cytometry, Bim-Bfl-1 binding inhibition; inhibition, % at 10 µM; hit rate 0.12% among 190,000; AID 1008;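 further: 0% = wells without compound plus tracer and 100% = blocker peptide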
RGS7-Gao – modulates binding of RGS7 to human Galphao; Multiplexed bead flow cytometry; actives lie on both sides; AID 1439; binding response (% of control), % at 10 µM; hit rate 0.35% among 220,000; P09471; in the data active means binding response below about 49% or above about 150%; inconclusive means no clear call, values can overlap the other calls; inactive means in between;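 further: fluorescent Galphao held in activated GDP-AlF4 state binding bead-coupled RGS7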
ABCB1 inh – inhibitors of human ABCB1 transporter, ABCG2 counter-screen; CCRF-Adr cells, JC-1 efflux, flow cytometry; inhibition, % at 6.6 µM; hit rate 0.067% among 190,000; AID 1326; in the data active means inhibition above about 40%;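 further: 0% = vehicle and 100% = reference inhibitor; higher value means more JC-1 retained so stronger ABCB1 efflux block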
Bcl-W Bim block – inhibitors of Bim-Bcl-W interaction, human; hit rate 0.02% among 190,000; inhibition, % at 10 µM; AID 952; Q92843; bead-based flow cytometry, Bim peptide-Bcl-W binding;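 further: 0% = bound tracer without compound and 100% = peptide blocker; higher means less fluorescent Bim peptide bound to Bcl-W beads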
Target sequence (Q92843 whole entry, looked up): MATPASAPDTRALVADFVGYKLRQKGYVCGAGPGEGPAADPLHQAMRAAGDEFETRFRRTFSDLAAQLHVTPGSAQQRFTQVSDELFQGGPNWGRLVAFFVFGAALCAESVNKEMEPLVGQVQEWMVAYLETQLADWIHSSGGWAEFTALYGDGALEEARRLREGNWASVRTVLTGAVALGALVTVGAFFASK
GSH fluor – compound fluoresces at 488/530 nm on GSH beads; GSH beads flow cytometry, compound fluorescence 488/530 nm; stronger effect = higher value; fluorescence (KMESF) at 10 µM; hit rate 0.25% among 190,000; AID 1776; in the data active means fluorescence above about 89;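 further: glutathione beads carrying GST-tagged Bcl family fusion proteins plus one bare bead set; values are compound well signal with DMSO vehicle wells as background; inactives centre near 16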
* hit, by the source's call; ? = inconclusive; / = no result given. Unless noted, no stated cut-off is given here; in the data, active means inhibition above about 40%.

SMILES	RGS8-Gao	Bcl-XL Bim block	ABCG2 block	RGS4-Gao reg	Bcl-2 Bim block	Bim-Bcl-B	Bim-Bfl-1	RGS7-Gao	ABCB1 inh	Bcl-W Bim block	GSH fluor
Cc1c(C(=O)Nc2ccc(Cc3ccncc3)cc2)cccc1[N+](=O)[O-]	102	-7	4	102	-3	-7	-2	100	4.0	-1	13
CCN(CC)S(=O)(=O)c1ccc(N2CCCC2)c(NS(=O)(=O)c2ccc(OC)cc2)c1	100	-5	1	102	0	0	1	102	1.4	0	7
O=S(=O)(c1ccc(F)cc1)N1CCC(N2CCCCCC2)CC1	97	-6	-1	96	-13	-8	-18	93	0.2	-2	26
CCc1cccc(CC)c1NC(=S)N(CCN(C)C)C(C)c1cccnc1 (configuration not stated)	106	-3	-1	109	2	3	4	115	-0.1	-4	17
COc1cccc(C(=O)N2CCN(CCCc3ccccc3)CC2)c1OC	102	-6	1	101	0	0	-1	94	0.4	0	14
CNC(=S)Nc1ccc2nc(C)c(C)nc2c1	99	0	4	99	0	0	2	96	0.1	1	14
CCN(CC(=O)Nc1ccc(OC)c(OC)c1)S(=O)(=O)c1ccc(C)cc1	102	-1	4	101	-1	0	-4	100	0.5	-4	32
O=C(CN1CCN(c2ccccn2)CC1)NC(=O)NC1CCCCC1	99	0	0	102	0	0	-1	100	0.4	0	15
O=C(c1ccccc1)c1cnc(-c2ccccc2)s1	101	-2	5	101	-2	-5	-4	?	0.1	-1	15
COc1ccc(N2C(=O)c3ccccc3NC2(C)C)cc1	85	0	5	91	-1	-1	4	85	0.3	-3	8
Cn1cc2ccc(N)cc2n1	100	0	3	99	-2	-4	-1	104	0.5	0	24
CC(NC(=O)Nc1ccc2c(c1)OCO2)C1CCCO1 (configuration not stated)	101	-3	12	105	-2	-2	-1	98	1.7	-2	18

Only RGS4-Gao reg and Bcl-2 Bim block, for two of the compounds above:
Structure | RGS4-Gao reg | Bcl-2 Bim block
O=S(=O)(c1ccc(F)cc1)N1CCC(N2CCCCCC2)CC1 | 96 | -13
CCc1cccc(CC)c1NC(=S)N(CCN(C)C)C(C)c1cccnc1 (configuration not stated) | 109 | 2

Next results:
SMILES	RGS8-Gao	Bcl-XL Bim block	ABCG2 block	RGS4-Gao reg	Bcl-2 Bim block	Bim-Bcl-B	Bim-Bfl-1	RGS7-Gao	ABCB1 inh	Bcl-W Bim block	GSH fluor
O=C(NC(O)C(=O)c1cccs1)c1cccnc1 (configuration not stated)	97	7	3	95	-3	3	0	95	0.6	1	12
CNS(=O)(=O)c1ccc(NC(=O)c2nc3nc(C)cc(C(F)F)n3n2)cc1	98	15	0	103	-12	-6	-11	96	0.8	-1	23
CC(=O)Nc1ccc(S(=O)(=O)NC2=C(N3CCN(c4ccc(F)cc4)CC3)C(=O)c3ccccc3C2=O)cc1	95	4	1	94	-3	1	-11	90	0.4	9	14
O=c1c(-c2ccccc2)c(O)nc2ccccn12	97	-2	3	100	0	0	-1	98	0.1	0	45
O=C(CC1CCCC1)Nc1nc2ccccc2[nH]1	102	-5	28	101	-2	-3	-14	98	0.8	-1	36
Cc1nn(CC2CCCCC2)c(N)c1-c1ccccc1	101	-1	10	99	-4	-5	-2	101	1.1	2	17
CC(C)(C)N1CC(COc2ccccc2)OC1=O (configuration not stated)	100	-3	0	99	-4	-3	-4	99	0.2	-1	55
CCOC(=O)N1CCC(NC(=O)c2cccc3c2C(=O)N(Cc2cccnc2)C3)CC1	100	-4	3	99	-6	-10	-13	101	0.2	3	47
CC/C(=N/NC(=O)CCC(=O)Nc1ccccc1OC)c1ccccc1	97	-5	-1	101	-1	-7	0	106	-0.1	-1	6
CCC(C)[C@H](NC(=O)NCc1ccccc1Cl)C(=O)OC (some centres not stated)	102	-8	12	100	-18	-11	-19	98	1.2	-3	30
COc1cccc(CNc2ccc(F)c(Cl)c2)c1	100	-2	1	99	-6	-6	-15	101	0.2	0	12
C=CCn1c(COc2cccc3ccc(C)nc23)nnc1SCC(N)=O	100	3	3	102	-6	-6	-8	102	1.1	3	41

A second format for 7 compounds above.
| smiles | RGS8-Gao | Bcl-XL Bim block | ABCG2 block | RGS4-Gao reg | Bcl-2 Bim block | Bim-Bcl-B | Bim-Bfl-1 | RGS7-Gao | ABCB1 inh | Bcl-W Bim block | GSH fluor |
| --- | --- | --- | --- | --- | --- | --- | --- | --- | --- | --- | --- |
| O=C(CC1CCCC1)Nc1nc2ccccc2[nH]1 | 102 | -5 | 28 | 101 | -2 | -3 | -14 | 98 | 0.8 | -1 | 36 |
| C=CCn1c(COc2cccc3ccc(C)nc23)nnc1SCC(N)=O | 100 | 3 | 3 | 102 | -6 | -6 | -8 | 102 | 1.1 | 3 | 41 |
| Cc1nn(CC2CCCCC2)c(N)c1-c1ccccc1 | 101 | -1 | 10 | 99 | -4 | -5 | -2 | 101 | 1.1 | 2 | 17 |
| O=c1c(-c2ccccc2)c(O)nc2ccccn12 | 97 | -2 | 3 | 100 | 0 | 0 | -1 | 98 | 0.1 | 0 | 45 |
| CC(=O)Nc1ccc(S(=O)(=O)NC2=C(N3CCN(c4ccc(F)cc4)CC3)C(=O)c3ccccc3C2=O)cc1 | 95 | 4 | 1 | 94 | -3 | 1 | -11 | 90 | 0.4 | 9 | 14 |
| CC/C(=N/NC(=O)CCC(=O)Nc1ccccc1OC)c1ccccc1 | 97 | -5 | -1 | 101 | -1 | -7 | 0 | 106 | -0.1 | -1 | 6 |
| CCOC(=O)N1CCC(NC(=O)c2cccc3c2C(=O)N(Cc2cccnc2)C3)CC1 | 100 | -4 | 3 | 99 | -6 | -10 | -13 | 101 | 0.2 | 3 | 47 |

(list continues)
SMILES	RGS8-Gao	Bcl-XL Bim block	ABCG2 block	RGS4-Gao reg	Bcl-2 Bim block	Bim-Bcl-B	Bim-Bfl-1	RGS7-Gao	ABCB1 inh	Bcl-W Bim block	GSH fluor
Cc1cc(N=CC2=C(O)CC(C)(C)CC2=O)no1	101	1	1	102	-2	0	-1	100	-0.1	0	16
COC(=O)c1[nH]c2ccccc2c1NC(=O)C(C)N1CCN(C(=O)c2ccco2)CC1 (configuration not stated)	101	0	0	96	-2	0	-1	91	0.3	0	12
CC(=O)Oc1ccc(/C=N/NC(=S)Nc2ccccc2)cc1	101	0	-2	99	-4	-2	-4	101	0.0	-1	6
Cc1cccc(C(=O)OCc2cnc(Cl)s2)c1	96	1	2	94	-3	-6	-2	92	0.2	-3	16
Cn1cc(CN2CCC(N3CCNC(=O)CC3)CC2)c(-c2ccccc2F)n1	101	0	1	99	-6	-1	-6	97	0.2	-3	12
CCOc1ccc(CNC(=O)CCc2cn(Cc3ccccc3)c3ccccc23)cc1	91	-1	15	93	0	-1	-1	93	2.0	-2	16
O=C(Oc1ccc(-n2cnnn2)cc1)c1ccco1	100	2	2	104	0	0	0	108	0.0	2	11
O=C(COC(=O)c1ccccn1)Nc1cccc2ccccc12	102	-16	2	101	-8	-10	-7	104	0.4	-16	11
Cn1c(=O)c2cc(S(=O)(=O)Nc3cc(C(=O)O)cc(C(=O)O)c3)ccc2n(C)c1=O	101	1	4	103	5	14	0	105	1.8	0	9
O=C(CNC(=O)c1ccccc1)NCC(=O)OCC(=O)c1ccccc1	111	-8	1	102	-2	-6	-13	113	0.3	-3	20
O=C(Cn1c(=O)oc2ccccc21)N1CCOCC1	100	-1	1	100	-5	-4	-5	?	0.0	-3	17
CCCCN(C(=O)c1c(C)[nH]c(C(=O)OCC)c1C)c1ccccc1	99	-1	3	97	0	0	-2	95	0.9	-2	16
COc1ccc(C(CC(=O)NC(C)(C)C)n2cccc2)cc1 (configuration not stated)	102	-6	12	100	-10	-6	-14	96	-0.1	3	14
Cc1cccc(-n2c(SCC(=O)NCc3ccco3)nc3ccccc3c2=O)c1	101	0	6	102	-9	-8	-15	99	2.0	0	27
O=C(NC(C(=O)c1ccccc1)N1CCCCCC1)c1ccco1 (configuration not stated)	104	-6	0	102	-9	-9	-1	99	0.3	-6	15
CC(C)(C)NC(=O)CN1CCC(NC(=O)C23CC4CC(CC(C4)C2)C3)CC1	98	-5	5	97	-3	-3	-6	96	2.4	0	20
CCCC(=O)c1cc2c(cc1NC(=O)c1ccccc1F)OCCO2	101	-5	12	98	-5	-10	-4	101	1.8	-5	13
Cc1cc(-c2ccccc2)nc(N(C)C)c1S(C)(=O)=O	99	0	2	101	-1	-1	-4	?	0.5	3	18
Cc1nnc(C)n1/N=C/c1ccc(O)cc1	101	-6	2	103	-5	-9	-14	105	0.9	1	36
CCOc1cc(S(=O)(=O)NCCc2ccccc2C)c(OCC)cc1-n1cnnn1	104	-1	2	100	-8	-3	-2	100	0.7	0	13
CS(=O)(=O)c1ccc2nc(NC(=O)Nc3ccc(Cl)c(Cl)c3)sc2c1	98	/	-10	92	?	/	/	94	-0.9	/	33
C=CCNC(=O)/C(C#N)=C/c1ccc(SC)cc1	103	-2	17	103	-4	-4	-7	?	1.4	-3	15
O=C1Nc2ccc(Cl)cc2/C1=C/C1CC=CCC1 (configuration not stated)	98	-5	-1	101	2	-3	-1	103	-0.3	-5	13
Cc1onc(-c2ccccc2Cl)c1C(=O)OCC(=O)N1CCCc2ccccc21	102	-15	21	106	-8	-7	-17	106	3.9	-1	267*

Quoted at random: 2 records from the list.
SMILES	RGS8-Gao	Bcl-XL Bim block	ABCG2 block	RGS4-Gao reg	Bcl-2 Bim block	Bim-Bcl-B	Bim-Bfl-1	RGS7-Gao	ABCB1 inh	Bcl-W Bim block	GSH fluor
COc1cccc(CNc2ccc(F)c(Cl)c2)c1	100	-2	1	99	-6	-6	-15	101	0.2	0	12
O=C(CC1CCCC1)Nc1nc2ccccc2[nH]1	102	-5	28	101	-2	-3	-14	98	0.8	-1	36

More records:
SMILES	RGS8-Gao	Bcl-XL Bim block	ABCG2 block	RGS4-Gao reg	Bcl-2 Bim block	Bim-Bcl-B	Bim-Bfl-1	RGS7-Gao	ABCB1 inh	Bcl-W Bim block	GSH fluor
COc1ccc(CNC(=O)COC(=O)CCOc2ccccc2)cc1	100	-1	2	93	0	-1	7	101	0.3	-3	9
COc1ccc(CCn2c(SCC(=O)Nc3cc(C)on3)nc3ccsc3c2=O)cc1OC	99	1	10	98	0	-3	1	98	3.0	-1	12
COc1ccccc1-c1cc(C(=O)N2CCCc3ccccc32)no1	100	0	18	99	-1	-2	-1	102	1.7	-3	24
CCC1(CC)Cc2ccccc2C(C2=C(O)CC(C)(C)CC2=O)=N1	105	-4	5	102	1	0	-3	103	1.0	-2	10
CCc1ccc(C(c2c(C)nn(-c3ccccc3)c2N)c2c(C)nn(-c3ccccc3)c2N)cc1	104	-4	-6	99	-1	-4	0	100	1.7	0	18
O=C1NN(c2ccccc2)C(=O)/C1=C/c1ccc(Sc2cccc3ccccc23)o1	102	-9	-7	103	-5	-12	0	101	-1.1	-5	9
O=C(CCC(=O)c1cccs1)NCC(=O)Nc1ccc(F)c(F)c1F	101	-6	1	95	0	-8	0	105	-0.1	-2	6
CC(=O)c1nnn(-c2nc(N3CCCC3)nc(N(c3ccccc3)c3ccccc3)n2)c1C	102	-4	4	94	-7	-8	-12	92	0.6	0	30
CCOC(=O)C1CCCN(C2CC(=O)N(c3cccc(C)c3)C2=O)C1 (configuration not stated)	104	0	1	108	2	2	0	104	0.2	2	10
COc1ccccc1NC(=S)NC1CCCCC1	106	-2	0	105	0	-3	0	105	-0.1	-2	5

Screening data: PubChem BioAssay, NMMLSC
